# Source: PubChem BioAssay (Johns Hopkins Ion Channel Center)
# ANO1 activ: activates or potentiates the mouse TMEM16A chloride channel; Q8BHY3; HEK293 TMEM16A/YFP-H148Q/I152L, iodide quench fluorescence; active compounds read low; B-score at 10 µM; 0.3% of 340,000 active; AID 623877;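 active = fluorescence-ratio B-score plate-corrected deviation score at least 3 library SD below zero, with starting fluorescence score within 5 deviations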;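 note: channel opened by trigger with iodide after compound preincubation; score built on the fluorescence ratio of max minus min over baseline; more negative score means more quench and so TMEM16A activation or potentiation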
# Target sequence (Q8BHY3 whole entry, looked up): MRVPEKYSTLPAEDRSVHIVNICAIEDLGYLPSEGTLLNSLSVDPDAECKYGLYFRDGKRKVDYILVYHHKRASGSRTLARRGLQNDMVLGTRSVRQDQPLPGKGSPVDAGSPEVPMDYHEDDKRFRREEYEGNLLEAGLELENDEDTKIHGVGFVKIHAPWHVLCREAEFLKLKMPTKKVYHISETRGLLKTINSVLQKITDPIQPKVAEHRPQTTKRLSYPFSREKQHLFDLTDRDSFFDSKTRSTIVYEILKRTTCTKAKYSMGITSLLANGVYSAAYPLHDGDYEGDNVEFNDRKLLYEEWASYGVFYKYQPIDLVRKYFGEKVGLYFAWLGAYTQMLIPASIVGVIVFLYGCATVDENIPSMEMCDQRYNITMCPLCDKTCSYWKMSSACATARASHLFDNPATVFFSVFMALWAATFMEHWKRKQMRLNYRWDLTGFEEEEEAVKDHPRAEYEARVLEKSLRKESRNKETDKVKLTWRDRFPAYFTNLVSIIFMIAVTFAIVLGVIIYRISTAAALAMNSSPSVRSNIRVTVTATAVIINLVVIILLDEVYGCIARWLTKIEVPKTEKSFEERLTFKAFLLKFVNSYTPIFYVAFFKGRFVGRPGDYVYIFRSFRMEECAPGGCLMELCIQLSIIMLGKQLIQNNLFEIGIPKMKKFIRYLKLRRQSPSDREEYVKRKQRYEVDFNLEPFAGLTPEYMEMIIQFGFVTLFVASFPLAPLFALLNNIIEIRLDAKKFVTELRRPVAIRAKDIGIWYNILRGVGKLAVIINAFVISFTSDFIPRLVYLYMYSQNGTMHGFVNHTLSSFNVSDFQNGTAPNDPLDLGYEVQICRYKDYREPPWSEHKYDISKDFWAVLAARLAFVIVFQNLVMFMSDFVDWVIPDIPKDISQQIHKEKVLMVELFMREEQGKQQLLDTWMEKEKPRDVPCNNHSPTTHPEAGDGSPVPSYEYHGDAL
# * hit, by the source's call; i = inactive. A portion of the library (hit frequency here may not be typical).
SMILES,ANO1 activ
C[C@H](CO)N1C[C@H](C)[C@@H](CN(C)Cc2ccc(Cl)c(Cl)c2)Oc2c(NS(=O)(=O)c3ccc(F)cc3)cccc2C1=O,i
CCN1C(=O)[C@H]2[C@@H](c3ccc(-c4ccc(OC)cc4)c(OC)c3)N[C@@](CC(C)C)(C(=O)OC)[C@H]2C1=O,i
CCOc1ccccc1N1CC(C(=O)NNC(=O)c2cc(OC)c(OC)c(OC)c2)CC1=O (centres undefined),i
Cc1ccc(S(=O)(=O)NCc2ccccc2)cc1C(=O)N1CCN(S(=O)(=O)c2ccccc2)CC1,i
O=[N+]([O-])c1ccc(C=NNC(=S)NN=Cc2ccc([N+](=O)[O-])cc2)cc1,i
CCN(CC)S(=O)(=O)c1ccc(NC(=O)COc2cccc(-n3cnnn3)c2)cc1,i
O=C(COC(=O)C1CC1)Nc1ccc(Cl)cc1Cl,i
CC(=O)N/C(=C\c1ccccc1)C(=O)OC(C)C(=O)Nc1ccccc1F (centres undefined),i
COc1ccc(CCNC(=O)c2cc3c(=O)n4ccccc4nc3n(CC3CCCO3)c2=N)cc1 (centres undefined),i
CC(C)(C)OC(=O)C[C@@H]1C/C=C\C[C@H](CC(=O)NCCO)C(=O)N[C@@H](Cc2ccccc2)COC1=O,i
CCCn1nc(C(=O)NNC(=O)c2cccc(C)c2)c2ccccc2c1=O,i
CCOc1ccc(C(=O)Cc2ccccc2)cc1,i
CC(CSc1n[nH]c(=S)s1)c1ccccc1 (centres undefined),i
O=C(CN1C(=O)NC2(CCCCCC2)C1=O)Nc1ccc(Br)cc1Br,i
N#Cc1ccc(CN2CCN(C(=O)c3ccc(S(=O)(=O)N4CCCCCC4)cc3)CC2)cc1,i
CN(Cc1cccc(F)c1)C(=O)C1CC(=O)N(c2ccc3c(c2)OCCO3)C1 (centres undefined),i
CSc1ccccc1C(=O)OCC(=O)Nc1ccc(N2CCOCC2)cc1,i
O=C(Nc1cc(-c2ccccc2)nn1-c1c(Cl)cccc1Cl)c1ccc(F)cc1,i
CCC1(CC)CNC(=O)NC1,i
CC(=O)c1c(C)[nH]c(C(=O)COC(=O)c2cccnc2Cl)c1C,i
CC(=O)c1c(C)[nH]c(C(=O)COC(=O)c2nccnc2N)c1C,i
CC(=O)c1ccc(S(=O)(=O)Nc2ccc(C(=O)N3CCC3)cc2)cc1,i
CC(C)[C@H](NC(=O)c1ccccc1)C(=O)OCC(=O)NCC1CCCO1 (some centres undefined),i
O=C(NCCC1=CCCCC1)C1CCN(S(=O)(=O)c2cccc(C(F)(F)F)c2)CC1,i

# Pulled one by one from above (3):
SMILES,ANO1 activ
CSc1ccccc1C(=O)OCC(=O)Nc1ccc(N2CCOCC2)cc1,i
CCC1(CC)CNC(=O)NC1,i
O=C(Nc1cc(-c2ccccc2)nn1-c1c(Cl)cccc1Cl)c1ccc(F)cc1,i

# Other records follow.
SMILES,ANO1 activ
CC(NC(=O)COC(=O)C1=NN(c2ccccc2)C(=O)CC1)c1ccccc1 (centres undefined),i
O=C(Cc1cccc(NC(=O)C2CCCN(C(=O)CCc3ccccc3)C2)c1)Nc1cccc(C(=O)N2CCCC2)c1 (centres undefined),i
COc1cc(/C=C/c2cc(C(F)(F)F)[nH]c(=O)n2)cc(OC)c1OC,i
CN(c1ccccc1)S(=O)(=O)c1ccc(C(=O)NNC(=O)c2ccccc2)cc1,i
O=C(Nc1ccccc1)OCCOc1ccc(Cl)cc1Cl,i
CC1CC(C)(C)CC2(C1)NC(=O)N(CC(=O)Nc1ccc3[nH]c(=O)[nH]c3c1)C2=O (centres undefined),i
CN(CC(=O)Nc1ccc2c(c1)OCCO2)Cc1nc2ccccc2c(=O)[nH]1,i
O=c1[nH][nH]c(=O)c2cc([N+](=O)[O-])ccc12,i
COc1cccc(NC(=O)C(c2ccccc2)N2CCN(CC(=O)N3CCOCC3)CC2)c1 (centres undefined),i
O=C(OCC#CCSc1nnc(-c2cccc3ccccc23)o1)c1ccc(Cl)cc1,i
O=C(c1ccc(=O)[nH]c1)N1CCN(S(=O)(=O)c2ccc3ccccc3c2)CC1,i
COc1cccc2c1CCC1=CC(=O)CCC12C (centres undefined),i
CCOc1ccc(NC(=O)COC(=O)c2n[nH]c3ccccc23)cc1,i
Cc1cc(C(=O)NNC(=O)/C=C/c2ccco2)c(C)o1,i
Cc1cccc(NC(=O)CN(C)C(=O)C2CCCC2)c1C,i
O=C(NCCNC(=O)Oc1cccc2ccccc12)Oc1cccc2ccccc12,i
CCOc1ccc(S(=O)(=O)N2CCOCC2)cc1NC(=O)CSCc1ccc(C)cc1,i
CC[C@]12C(=O)N(C)C[C@H]([C@@H]3C(=O)N(C)C(=O)[C@@H]31)N2C(=O)c1ccccc1,i
CC(C)NC(=O)N(C)C[C@@H]1Oc2c(NC(=O)Nc3ccccc3)cccc2C(=O)N([C@H](C)CO)C[C@H]1C,i
Cc1ccc(Nc2nnc(SC(C)C(=O)NC3CC3)s2)cc1 (centres undefined),i
CC1=NN(c2cc(Cl)c(S(=O)(=O)O)cc2Cl)C(=O)C1,i
CCc1cc(C(=O)N2CCN(S(=O)(=O)c3ccc(Cl)cc3)CC2)sc1C,i
O=C(O)c1cc(N2CCCCC2)ccn1,i
CCC/C(=C1/c2ccccc2C(=O)N1c1ccccc1)c1ccc2[nH]ccc2c1,i
CCOC(=O)c1ccccc1NC(=O)CSc1nc2ccccc2c(=O)n1CCCN1CCOCC1,i
COc1ccc(NC(=O)CN(C)C(=O)c2oc3c(ccc4ccccc43)c2C)cc1,i
CN(CC1COc2ccccc2O1)C(=O)CSc1ncnc2sccc12 (centres undefined),i
CCc1ccccc1NC(=O)CSc1nc2n[nH]c(C)c2c(=N)n1-c1ccc(OC)cc1,i
Cn1c(N)c(C(=O)CSc2nnc(C3CC3)n2Cc2ccccc2)c(=O)n(C)c1=O,i
O=C(Cc1ccc2c(c1)OCCO2)Nc1ccc(Cl)c(S(=O)(=O)N2CCOCC2)c1,i
Cc1ccc(NC(=O)COC(=O)Cc2ccc(Br)cc2)cc1S(=O)(=O)N1CCOCC1,i
CC(Sc1ncnc2sc(-c3ccccc3)cc12)C(=O)N1CCNC1=O (centres undefined),i
CC(OC(=O)c1ccc2ncsc2c1)C(=O)N(C)C1CCCCC1 (centres undefined),i
Cc1ccc(S(=O)(=O)Nc2cccc(C(=O)NCCN3CCOCC3)c2)cc1F,i
CCC(Oc1ccccc1)C(=O)N(CC)CC(=O)NCc1ccc(F)cc1 (centres undefined),i
CC(=O)c1ccc(OC(C)C(=O)OCC(=O)NCCc2ccccc2)cc1 (centres undefined),i
CC(SC(C)C(=O)NN=Cc1cccc(Cl)c1)C(=O)NN=Cc1cccc(Cl)c1 (centres undefined),i
O=C(O)CCC1(CCC(=O)O)CCCC(CCC(=O)O)(CCC(=O)O)C1=O,i
O=C(COC(=O)Cn1cnc2ccccc2c1=O)NCc1ccccc1,i
CCOC(=O)c1ccc(NC(=O)CCN2C(=O)C3CC=CCC3C2=O)cc1 (centres undefined),i
COc1cc(C)cc2c1OC(c1ccccc1)CC2=O (centres undefined),i
CN(C)C(=O)c1ccc(NC(=O)COC(=O)Cn2cc(C(F)(F)F)ccc2=O)cc1,i
COc1ccc(CC(=O)N2CCN(S(=O)(=O)c3ccc(Cl)s3)CC2)cc1,i
CN(CC(=O)Nc1ccccc1Cl)C(=O)COC(=O)c1ccc(C(F)(F)F)cc1,i
CCCCn1c(N)c(N(CC(C)C)C(=O)Cc2ccc(S(=O)(=O)N3CCOCC3)s2)c(=O)[nH]c1=O,-7.5*
CC(=O)Nc1ccc(S(=O)(=O)NCC2CC3CCC2C3)cc1 (centres undefined),i
O=C(COC(=O)c1ccccc1O)Nc1cccc(S(=O)(=O)N2CCCC2)c1,i
Cc1cccc(N2CCN(C(=O)c3cccc(S(=O)(=O)N4CCCCC4)c3)CC2)c1C,i
COc1ccc(-c2oc(=O)c3cc(OC)c(OC)cc3c2/C=C/c2ccc([N+](=O)[O-])cc2)cc1,i
COc1cc2c(cc1OC)NC(=O)C2,i
Cc1cccc(OCCC(=O)OCc2csc(CC(=O)Nc3ccccc3C)n2)c1,i
O=C1C[C@@H]2c3c(cccc3CN1Cc1ccc(Cl)cc1)C[C@@H](O)[C@H]2O,i
O=C(c1cc(-c2ccco2)nc2ccccc12)N1CCCC(C(F)(F)F)C1 (centres undefined),i
Cc1c(Br)cnn1C(C)C(=O)N1CCN(c2ccc(F)cc2)CC1 (centres undefined),i
O=C(O)c1ccccc1NS(=O)(=O)c1ccc(NN=Cc2ccccc2F)c([N+](=O)[O-])c1,i
C[C@@H]1CN([C@@H](C)CO)C(=O)Cc2cc(NS(=O)(=O)c3ccccc3)ccc2O[C@H]1CN(C)Cc1ccncc1,i
O=C(CSc1ccc(Cl)cc1)NC(=O)NC1CCCC1,i
Cc1ccc(OCC(=O)N2CCC(C)CC2)c([N+](=O)[O-])n1,i
CNC(=O)c1cn2c3c(ccc(Cl)c3c1=O)OC(C)C2 (centres undefined),i
Cc1cccc(C)c1NC(=O)COC(=O)CN1C(=O)C2CCCCC2C1=O (centres undefined),i

# Going on with the list.
SMILES,ANO1 activ
O=C(Nc1ccncc1)C1CCN(S(=O)(=O)c2ccc(Cl)c(C(F)(F)F)c2)CC1,i
CC(O)(P(=O)(O)O)P(=O)(O)O,i
COCCN(CCOC)C(=O)CSc1ccc(S(=O)(=O)N2CCN(C)CC2)cn1,i
CCN(CC)S(=O)(=O)c1ccc(=O)n(CC(=O)N2CCCc3cc(C)ccc32)c1,i
O=[N+]([O-])c1cccc(S(=O)(=O)/N=C(/Nc2ccccc2)c2ccccc2)c1,i
O=C(COC(=O)c1cc2ccccc2cc1O)Nc1ccccc1F,i
CCS(=O)c1ccccc1C(=O)OCC(=O)Nc1ccc2ccccc2c1 (centres undefined),i
CN(CC(=O)NCc1ccccc1)CC(=O)Nc1ccc(Cl)c(C(F)(F)F)c1,i
Nc1cc2c(cc1[N+](=O)[O-])-c1ccccc1C2=NO,i
CCc1ccc2c(c1)C(=O)CCC2,i
CCCOc1ccc(C(F)(F)F)cc1NC(=O)c1cc(C)on1,i
CC(=O)c1cccc(OCC(=O)N(CCC2=CCCCC2)c2c(N)n(Cc3ccccc3)c(=O)[nH]c2=O)c1,i

# A draw from above in order of heavy-atom count, rising:
SMILES,ANO1 activ
O=C(CSc1ccc(Cl)cc1)NC(=O)NC1CCCC1,i
CCOc1ccc(NC(=O)COC(=O)c2n[nH]c3ccccc23)cc1,i
CN(CC1COc2ccccc2O1)C(=O)CSc1ncnc2sccc12 (centres undefined),i
O=C(OCC#CCSc1nnc(-c2cccc3ccccc23)o1)c1ccc(Cl)cc1,i
CCc1ccccc1NC(=O)CSc1nc2n[nH]c(C)c2c(=N)n1-c1ccc(OC)cc1,i

# Next section.
SMILES,ANO1 activ
COc1ccc(Cl)cc1NC(=O)CN(C)C(=O)CCNC(=O)c1ccccc1OC,i
COCCNC(=O)c1cccc2c1C(=O)c1ccc(N3CCOCC3)cc1S2(=O)=O,i
CN(c1ccccc1)S(=O)(=O)c1cccc(NC(=O)C2=NNC(=O)CC2)c1,i
COc1cccc(N2C(=O)CC(N3CCN(S(=O)(=O)c4ccccc4[N+](=O)[O-])CC3)C2=O)c1 (centres undefined),i
CN(C)c1nc(Cl)nc2c1nc(Cl)n2C1CCCCO1 (centres undefined),i
O=C(Cc1ccc([N+](=O)[O-])cc1)NCCc1ccc2c(c1)OCO2,i
CCN(CC(=O)Nc1ccccc1OC)C(=O)CN1C(=O)NC(C)(c2ccc(C)cc2)C1=O (centres undefined),i
O=S(=O)(NCc1ccccc1)[C@@H]1CC2C=CC1C2 (some centres undefined),i
CC(NC(=O)c1ccc(S(=O)(=O)NCc2ccco2)cc1)c1ccc(F)cc1 (centres undefined),i
CCN(C(=O)COC(=O)Cn1c(=O)oc2ccccc21)c1c(N)n(Cc2ccccc2)c(=O)[nH]c1=O,i
Cc1c(NC(=O)COC(=O)/C=C/c2cccc(Br)c2)c(=O)n(-c2ccccc2)n1C,i
c1ccc(-c2cnn3c(-c4ccccc4)c(-c4ccccc4)nc3n2)cc1,i
Cc1noc(NS(=O)(=O)c2ccc(NC(=O)c3cc(S(=O)(=O)N(C)c4ccccc4)ccc3Cl)cc2)c1C,i
CC1(c2cccc(Br)c2)NC(=O)N(CC(=O)Nc2ccc3c(c2)OCO3)C1=O (centres undefined),i
Clc1cccc(-c2nc(-c3ccc(-c4nn[nH]n4)cc3)no2)c1,i
C[C@@H](CN1CCC[C@H]1CN1C(N)=NC[C@@H]1Cc1ccccc1)N1C[C@@H](Cc2ccccc2)N(CCc2ccc(Cl)c(Cl)c2)C1=N,i
Cc1onc(-c2ccccc2)c1C(=O)OCC(=O)N(C)c1ccccc1,i
CCOc1ccc(OCc2ccc(C(=O)NN=Cc3ccc[nH]3)cc2)cc1,i
CC(OC(=O)C1=Cc2ccccc2OC1)C(=O)NCC1CCCO1 (centres undefined),i
CC(=O)N1CCN(C(=O)c2cc(C)oc2C)CC1,i
C[C@H](CO)N1C[C@H](C)[C@@H](CN(C)C(=O)Nc2ccccc2)Oc2c(NC(=O)C3CCCCC3)cccc2C1=O,i
Cc1cc(Cl)ccc1NC(=O)CCN1C(=O)NC(C)(C)C1=O,i
O=C(COC(=O)CNC(=O)c1ccccc1F)Nc1ncc(Cl)cc1Cl,i
CCN(C(=O)COC(=O)CCCc1nc2ccccc2s1)c1c(N)n(Cc2ccccc2)c(=O)[nH]c1=O,i
O=C(NC(=S)NCc1ccc(Cl)cc1)c1ccco1,i
